JMJD2A Tudor inh: inhibitors of human JMJD2A Tudor domain; Potency, µM (highest dose often 114 µM), without a hit: at the top dose activity change, negative = inhibition, most hits filed as inhibitors; AlphaScreen JMJD2A-Tudor / H3K4me3 peptide binding; O75164; hit rate 4.4% among 390,000; further: on the % scale 0 is the no-effect control and ±100 the full control effect; nearly all actives have a fitted effect of over 50% in size
HP1b chromo inh: blocks HP1-beta chromodomain binding to methylated histone tails | P83916 | AlphaScreen HP1-beta / biotin-H3K9me3 peptide binding | Potency, µM (series often up to 114 µM), for the others: top-dose activity change, negative = inhibition, hits mostly inhibitors | hit rate 0.56% among 390,000; further: nearly all actives have a fitted effect of over 70% in size; inactives centre near 23
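AlphaScreen: HP1-beta (50 nM) preformed 30 min with biotin-H3(1-18)K9me3 peptide (50 nM) in PBS pH 7.4, 0.01% Tween-20. Compound added for 30 min at RT, then streptavidin donor/nickel chelate acceptor beads (10 ug/mL) for 30 min.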
TrxR1 inh: inhibitors of rat thioredoxin reductase 1. O89049. recombinant rTrxR1, NADPH fluorescence consumption, selenite substrate. Potency, µM (top dose mostly 114 µM), for the others: at the top dose activity change, negative = inhibition, actives largely listed as inhibitors. hit rate 1% among 390,000. AID 588453; further: on the % scale 0 is the no-effect control and ±100 the full control effect; nearly all actives have a fitted effect of over 65% in size
Target sequence (O89049 whole entry, looked up): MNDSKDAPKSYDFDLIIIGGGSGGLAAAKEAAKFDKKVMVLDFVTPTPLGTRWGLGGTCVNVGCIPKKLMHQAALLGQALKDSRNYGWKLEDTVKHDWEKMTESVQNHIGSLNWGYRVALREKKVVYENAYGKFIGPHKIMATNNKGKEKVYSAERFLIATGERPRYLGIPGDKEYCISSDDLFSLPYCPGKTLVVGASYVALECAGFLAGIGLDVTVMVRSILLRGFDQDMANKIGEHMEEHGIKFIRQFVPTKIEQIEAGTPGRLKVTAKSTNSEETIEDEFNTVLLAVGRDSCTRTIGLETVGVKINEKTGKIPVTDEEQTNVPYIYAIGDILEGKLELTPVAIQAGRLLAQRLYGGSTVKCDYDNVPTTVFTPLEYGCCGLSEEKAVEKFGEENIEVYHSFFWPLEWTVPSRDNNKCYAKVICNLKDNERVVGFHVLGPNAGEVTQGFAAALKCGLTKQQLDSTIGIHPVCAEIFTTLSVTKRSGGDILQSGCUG
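Rat TrxR1 (90 nM in the dispensed reagent) was pre-reduced with 400 uM NADPH for 5 min at room temperature, then incubated with compound for 15 min. After 400 uM selenite was added, NADPH fluorescence (Ex 340/Em 450 nm) was followed for 8 min.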
RGS4 inh: blocks human RGS4-accelerated GTP hydrolysis | P49798 | Potency, µM (series often up to 114 µM), for the others: at the highest dose activity change, negative = inhibition, hits mostly inhibitors | Transcreener GDP fluorescence polarization, RGS4-accelerated GTP hydrolysis | hit rate 0.039% among 390,000; further: on the % scale 0 is the no-effect control and ±100 the full control effect; nearly all actives have a fitted effect of over 75% in size; some results filed as inactive show a strong effect at the top dose
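MLSMR compounds (23 nl, pin-transferred) preincubated 10 min at room temperature with a 500nM (2x) first reagent, then RGS4 at 900nM (2x) plus Transcreener GDP mix added; fluorescence polarization (620/688 nm) read before and after 90 min at 30 °C.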
Pin1 inh: blocks the human prolyl isomerase Pin1 | hit rate 0.009% among 390,000 | Potency, µM (doses to about 115 µM), inactives show at the highest dose activity, negative = inhibition, most hits filed as inhibitors | Pin1 FP peptide displacement, HiFluor488, 10 min | Q13526; active means well fitted inhibition curve with a large enough effect in the polarisation, with a control signal flat, not every such curve was filed as active; inconclusive means small, poorly fitted or top-dose-only effect, or effect the other way, or a change in a side signal; inactive means no such curve, though single readings can be large or run the other way; the % refers to the polarisation; further: on the % scale 0 is the no-effect control and ±100 the full control effect
Tb PGK inh: blocks T. brucei phosphoglycerate kinase. hit rate 0.043% among 380,000. PGK/GAPDH coupled, Kinase-Glo luminescence, 60 min. P07378. Potency, µM (top dose mostly 57.5 µM), for the others: at the highest dose activity change, negative = inhibition, hits mostly inhibitors; further: on the % scale 0 is the no-effect control and ±100 the full control effect; nearly all actives have a fitted effect of over 60% in size
Target sequence (P07378 whole entry, looked up): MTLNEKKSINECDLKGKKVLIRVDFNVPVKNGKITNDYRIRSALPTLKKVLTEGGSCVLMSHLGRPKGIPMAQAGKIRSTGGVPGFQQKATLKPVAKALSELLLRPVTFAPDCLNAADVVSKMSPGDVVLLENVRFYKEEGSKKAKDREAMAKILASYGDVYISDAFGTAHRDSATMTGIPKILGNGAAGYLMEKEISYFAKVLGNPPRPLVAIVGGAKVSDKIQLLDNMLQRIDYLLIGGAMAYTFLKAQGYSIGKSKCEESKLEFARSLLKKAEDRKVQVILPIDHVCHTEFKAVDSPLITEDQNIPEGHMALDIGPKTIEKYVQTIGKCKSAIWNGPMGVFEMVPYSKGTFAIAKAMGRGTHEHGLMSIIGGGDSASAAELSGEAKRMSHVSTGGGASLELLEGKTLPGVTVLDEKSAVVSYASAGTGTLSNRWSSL
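Luminescent ATP detection (Kinase-Glo Plus) follows a 60-minute room-temperature incubation, with wells lacking PGK as controls. Buffer: 100 mM TEA (pH 7.6), 5 mM MgCl2, 0.01% Tween-20. Coupling enzyme GAPDH (100 nM final) supplies unstable 1,3-BPG in-well.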
ALOX12 inh: blocks human arachidonate 12S-lipoxygenase; AID 1671190; purified 12hLO, xylenol orange hydroperoxide absorbance; hit rate 1.1% among 580,000; Potency, µM (highest dose often 108 µM), for the others: at the highest dose activity change, negative = inhibition, actives largely listed as inhibitors; P18054; further: on the % scale 0 is the no-effect control and ±100 the full control effect
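Purified human 12hLO (150 nM final) in 25 mM Hepes, 0.01% Triton X-100, pH 7.0 was preincubated 15 min at room temperature with compound. Then 40 uM arachidonic acid was added, 30 min. Hydroperoxide was read by Fe-XO absorbance ratio 573/405 nm.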
GLS inh: blocks human kidney-isoform glutaminase activity; O94925; GLS enzymatic activity, qHTS titration; Potency, µM (top dose mostly 45.5 µM), without a hit: at the highest dose activity change, negative = inhibition, actives largely listed as inhibitors; hit rate 0.21% among 410,000; further: on the % scale 0 is the no-effect control and ±100 the full control effect
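Assay buffer: 45 mM KH2PO4 pH 8.2, 0.02% Tween-20. hKGA acts on L-glutamine (1 mM solution added); product glutamate is reported by an oxidase/peroxidase Amplex Red coupling, with fluorescence taken at baseline and 30 min.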
ERG Ets-DNA blk: ERG Ets/DNA interaction inhibition. Potency, µM (doses to about 76.9 µM), for the others: top-dose FP activity, negative = inhibition, usual class: inhibitors. P11308. hit rate 0.028% among 370,000. AID 624246. fluorescence polarization, His-ERG Ets domain / labelled DNA; active means well fitted inhibition curve with a large enough effect in the polarisation, with a control signal flat; inconclusive means small, poorly fitted or top-dose-only effect, or effect the other way, or a change in a side signal; inactive means no such curve, though single readings can be large or run the other way; the % refers to the polarisation;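 further: polarization taken with two DNA probes labelled with fluorescein and Texas red; % of control where 0% means no effect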
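His-tagged ERG Ets domain (1 uM in the protein solution; 300mM KCl, 50mM Tris-HCl, 1mM EDTA, 1mM DTT, pH 7.5) received compound, then a probe mix of 5 nM fluorescein-DNA and 100nM Texas-615-DNA. Fluorescence polarization was read for both dyes.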
Active calls of the source: *; i = inactive; ? = inconclusive; / = not tested or not shown; [ ] = remark or other dose. Unless noted, the call rests on the fitted dose curve; in most records, active means well fitted curve in the direction sought with a large enough effect; inconclusive means small, poorly fitted or top-dose-only effect, or another doubt; inactive means no such curve, though single readings can be large; an effect the other way counts as inactive or inconclusive. Potency means the concentration at half of the fitted maximal effect. A portion of the library (hit frequency here may not be typical).

Structure	JMJD2A Tudor inh	HP1b chromo inh	TrxR1 inh	RGS4 inh	Pin1 inh	Tb PGK inh	ALOX12 inh	GLS inh	ERG Ets-DNA blk
Cc1cc(NS(=O)(=O)c2ccc(NC(=O)c3cnc4scc(C)n4c3=O)cc2)nc(C)n1	-19%	18%	6%[57.1 µM]	5%	8%	-4%	3%	9%	-7%
O=C1c2ccccc2S(=O)(=O)N1CCCN1C(=O)c2ccccc2S1(=O)=O	-10%	30%	13%[57.1 µM]	22%	-4%	i	0%	0%	-4%
Cc1cccn2c(=O)c(C=NCCO)c(NCc3ccco3)nc12	-1%	21%	-10%[57.1 µM]	-2%	4%	-1%	2%	15%	9%
O=C(CN1C=NS(=O)(=O)c2ccc(C(F)(F)F)cc21)Nc1cccc(C(F)(F)F)c1	-7%	60%[activator]	-1%[57.1 µM]	?	11%	-9%	-4%	0%	6%
COc1ccc(CNC(=O)C(C)OC(=O)CO/N=C(\C)c2ccc3c(c2)OCO3)cc1 (stereo unspecified)	-13%	26%	12%[57.1 µM]	20%	-4%	-5%	-7%	-15%	-7%
CCCN(CCC)c1ccc(C2N=C(N)Nc3nc4ccccc4n32)cc1 (stereo unspecified)	?	?	39%[activator]	18%	-11%	10%	?	6%	0%
Nc1nnc(SCC(=O)OCC(=O)c2ccccc2Br)s1	-15%	29%	?	-28%	1%	-4%	-9%	-5%	1%
O=C(CCN1C(=O)[C@@H]2Cc3ccccc3CN2C1=O)N[C@@H](C(=O)O)c1ccccc1	-9%	28%	4%	-2%	-14%	-7%	-17%	2%	-8%
CCOc1cc(S(=O)(=O)NC2CCCCC2)ccc1F	-4%	13%	19%	-22%	0%	-7%	20%	-11%	-12%
Cc1cccc(-n2nc3c(c2NC(=O)c2ccc(S(=O)(=O)N4CCOCC4)cc2)CSC3)c1C	-5%	16%	3%	8%	-5%	-9%	10%	-2%	0%
CC1CCCC(C)N1/N=C/c1cc(Br)cc(Br)c1O (stereo unspecified)	-8%	20%	8%	5%	-1%	0%	-21%	0%	-8%
CCc1nnc(NS(=O)(=O)c2ccc(NC(=S)NC(=O)c3ccc(OC)cc3)cc2)s1	-17%	-11%	11µM*	?	6%	0%	8.9µM*	28%	9%
Cc1c(C)n(Cc2ccc(F)cc2)c2ccc(C(=O)NCc3ccco3)cc12	?	51%	17%[57.1 µM]	-11%	19%	-5%	0%	-21%	7%
CC(=O)c1c(O)cc(C)n(Cc2ccccc2)c1=O	-16%	27%	8%	-4%	1%	-6%	17%	-10%	2%
CCCn1cc(NC(=O)C2CC(c3cccc(Br)c3)=NO2)cn1 (stereo unspecified)	-15%	28%	5%	2%	5%	-2%	11%	-4%	/
N/C(=N\OC(=O)COc1ccc2ccccc2c1)c1ccncc1	-5%	28%	9%	7%	0%	-6%	/	1%	15%

The list goes on:
Every second line gives: JMJD2A Tudor inh	HP1b chromo inh	TrxR1 inh	RGS4 inh	Pin1 inh	Tb PGK inh	ALOX12 inh	GLS inh	ERG Ets-DNA blk
C=CCOc1ccc(/C(O)=C2/C(=O)C(=O)N(CCCn3ccnc3)C2c2cccs2)cc1 (stereo unspecified)
 : -32%	18%	-32%	32%	-9%	i	296%[activator]	7%	-9%
CCOC(=O)c1ccc(S(=O)(=O)NC2CC2)cc1
 : -10%	5%	4%	-7%	-12%	i	-16%	10%	7%
Cn1c(NCc2cccc(Cl)c2)nc2ccccc21
 : -21%	22%	-2%	12%	2%	/	3%	2%	0%
O=C1C=C(N2CCCCC2)c2ccccc2C1=O
 : -7%	?	-6%[57.1 µM]	-10%	-3%	-29%	265%[activator]	5%	5%
O=C(Cn1c(=O)n(-c2ccccc2)c(=O)c2sccc21)N1CCCC1
 : -8%	14%	31%	18%	0%	-4%	-16%	2%	-7%
CC1C/C(=C\c2cccnc2)C(=O)/C(=C/c2cccnc2)C1 (stereo unspecified)
 : -16%	16%	50µM*	?	-1%	5%	-2%	9%	3%
O=C(CNC(=O)c1cccs1)OCC(=O)c1ccccc1Cl
 : -1%	27%	31%[57.1 µM]	-27%	1%	i	2%	3%	3%
Cc1cc(S(=O)(=O)NC[C@H]2O[C@@H](n3cnc4c(N)ncnc43)[C@H](O)[C@@H]2O)c(C)s1
 : -7%	29%	19%	17%	5%	0%	-7%	12%	-8%
Cc1ccc2nc(CSc3nnc(NC(=O)c4ccc(C(C)(C)C)cc4)s3)cc(=O)n2c1
 : -15%	13%[57 µM]	16%[57.1 µM]	17%	-9%	-1%	-3%	-6%	2%
COc1ccccc1COCC(O)CNCCc1ccc(C(F)(F)F)cc1 (stereo unspecified)
 : 79µM*	-22%	24%	-36%	-6%	-1%	?	-6%	9%
COC(=O)C1=C(NC(=O)COc2ccc(Cl)cc2Cl)CCS1
 : -8%	13%	14%[57.1 µM]	-3%	0%	1%	-9%	9%	-1%
COc1cccc2sc3cc(NCCCN4CCOCC4)ccc3c(=O)c12
 : -6%	46%[activator]	10%	-12%	5%	i	-17%	14%	0%
Cc1ccc(NC(=O)c2ccccc2)cc1C
 : -9%	23%	15%	6%	1%	-9%	-2%	-5%	15%
CC(=O)OCON[N+]([O-])=NC1CCCCC1
 : 20µM*	?	9%	-23%	-21%	/	/	/	/
CCOC(=O)c1c(CS(=O)(=O)c2ccccc2)n(C)c2cc(Br)c(O)c(CN(C)C)c12
 : -18%	6%	-6%[57.1 µM]	32%	6%	7%	-7%	-10%	-11%
Cc1ccc(C)c(S(=O)(=O)NCC(=O)Nc2ccc3c(c2)OCO3)c1
 : -8%	16%	-6%	-13%	1%	7%	?	19%	-2%
COC(=O)c1sccc1NC(=O)c1c(Cl)cnn1C
 : -8%	25%	1%	-9%	-13%	i	2%	3%	-5%
CCOc1cccc(N2C(=O)CC(NCc3ccc(S(N)(=O)=O)cc3)C2=O)c1 (stereo unspecified)
 : 7%	53%[activator]	22%[57.1 µM]	26%	-1%	-3%	?	3%	-3%
COc1ccc(C(=O)Nc2cc(Cl)ccc2-n2cncn2)c(OC)c1OC
 : -13%	39%[activator]	9%	-8%	0%	-6%	331%[activator]	9%	-3%
Cc1nn(C(C)C(=O)O)c(=O)c2ccccc12 (stereo unspecified)
 : -3%	33%	4%[57.1 µM]	18%	5%	2%	-1%	-4%	0%

Single records, as listed above. Order of values: JMJD2A Tudor inh | HP1b chromo inh | TrxR1 inh | RGS4 inh | Pin1 inh | Tb PGK inh | ALOX12 inh | GLS inh | ERG Ets-DNA blk
Entry for `Cc1nn(C(C)C(=O)O)c(=O)c2ccccc12` (stereo unspecified) = -3% | 33% | 4%[57.1 µM] | 18% | 5% | 2% | -1% | -4% | 0%
Entry for `CCOC(=O)c1ccc(S(=O)(=O)NC2CC2)cc1` = -10% | 5% | 4% | -7% | -12% | i | -16% | 10% | 7%
Entry for `O=C(CNC(=O)c1cccs1)OCC(=O)c1ccccc1Cl` = -1% | 27% | 31%[57.1 µM] | -27% | 1% | i | 2% | 3% | 3%
Entry for `Cc1ccc2nc(CSc3nnc(NC(=O)c4ccc(C(C)(C)C)cc4)s3)cc(=O)n2c1` = -15% | 13%[57 µM] | 16%[57.1 µM] | 17% | -9% | -1% | -3% | -6% | 2%

Following part:
Every second line gives: JMJD2A Tudor inh	HP1b chromo inh	TrxR1 inh	RGS4 inh	Pin1 inh	Tb PGK inh	ALOX12 inh	GLS inh	ERG Ets-DNA blk
Cc1nnc2ccc(-c3ccc(NC(=O)Cc4cccs4)cc3)nn12
 : ?	1%	-13%	-32%	?	1%	-16%	15%	0%
Cc1oc(-c2ccc3c(c2)OCCO3)cc1C(=O)NC(Cc1ccccc1)C(=O)O (stereo unspecified)
 : -15%	20%	-7%[57.1 µM]	?	/	i	-27%	4%	2%
Cc1csc(=O)n1CC(=O)OCC(=O)N(CC(C)C)c1c(N)n(Cc2ccccc2)c(=O)[nH]c1=O
 : -2%	11%	14%	-10%	12%	12%	?	1%	2%
COc1ccc(CN(CC(=O)NCc2ccc(F)cc2)C(=O)CCC(=O)Nc2ccccn2)cc1
 : -15%	-4%	23%	11%	-12%	-4%	16%	-12%	5%
CN(c1ccccc1)c1nc(N)c([N+](=O)[O-])c(NC2CCCCC2)n1
 : -24%	3%	4%	23%	2%	-6%	0%	1%	4%
COc1cc2cc(CCOC(=O)N3CCCCC3)oc(=O)c2cc1OC
 : -18%	?	4%	-3%	6%	-7%	2%	-5%	1%

Compound activity (PubChem BioAssay)
